# ALOX12 inh: inhibitors of human 12S-lipoxygenase ALOX12 | Potency, µM (titrated, usually from 108 µM), for the others: at the top dose activity change, negative = inhibition, usual class: inhibitors | P18054 | purified 12hLO, xylenol orange hydroperoxide absorbance | 1.1% of 580,000 active; active means well fitted inhibition curve with a large enough effect; inconclusive means small, poorly fitted or top-dose-only effect, or another doubt; inactive means no such curve, though single readings can be large or run the other way
# Target sequence (P18054 whole entry, looked up): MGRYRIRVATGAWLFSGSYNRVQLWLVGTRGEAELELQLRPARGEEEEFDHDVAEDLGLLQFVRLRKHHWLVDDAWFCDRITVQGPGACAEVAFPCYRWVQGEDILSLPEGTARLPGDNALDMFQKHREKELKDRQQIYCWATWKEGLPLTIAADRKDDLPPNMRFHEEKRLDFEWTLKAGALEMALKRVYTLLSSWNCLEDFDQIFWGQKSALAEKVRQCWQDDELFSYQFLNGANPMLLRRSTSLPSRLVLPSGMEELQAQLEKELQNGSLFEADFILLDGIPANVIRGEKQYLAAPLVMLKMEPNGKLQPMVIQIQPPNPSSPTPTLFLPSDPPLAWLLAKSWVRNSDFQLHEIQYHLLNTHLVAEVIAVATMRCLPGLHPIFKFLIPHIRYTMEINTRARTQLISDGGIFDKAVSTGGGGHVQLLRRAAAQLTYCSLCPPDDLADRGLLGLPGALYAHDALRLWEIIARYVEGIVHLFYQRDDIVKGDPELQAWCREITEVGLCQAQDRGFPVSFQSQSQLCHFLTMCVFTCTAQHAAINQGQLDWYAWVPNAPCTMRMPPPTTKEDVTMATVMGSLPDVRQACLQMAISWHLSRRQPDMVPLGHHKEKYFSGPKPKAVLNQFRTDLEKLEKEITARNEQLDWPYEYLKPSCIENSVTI
#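 Purified human 12hLO at 150 nM in 25 mM Hepes, 0.01% Triton X-100, pH 7.0, preincubated 15 min at room temperature with compound. Reaction started with 40 uM arachidonic acid, 30 min at room temperature. Hydroperoxide measured by Fe-xylenol orange, 573/405 nm absorbance ratio.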
# * marks the source's active call; other numbers are inactive results; ? = inconclusive; [ ] = dose if it differs, or a comment. On the % scale 0 is the no-effect control and ±100 the full control effect; potency means the concentration at half of the fitted maximal effect. This is a subset. The share of hits here may be higher or lower than overall.
smiles | ALOX12 inh
C=C(C)Cn1c(SC(C)C)nc2c1c(=O)[nH]c(=O)n2C | 6%
CCNC(=O)NCC(=O)N1CCCCCCNC(=O)CC1c1ccccc1 (stereo not given) | 19%
CC(C)(C)c1ccc(CCC(=O)Nc2ccccc2O)cc1 | -22%
Cc1cc(OC(C)C(=O)NCCCN(C)C)c2c(C)cc(=O)oc2c1 (stereo not given) | 31%[activator]
COc1ccc(C(=O)N[C@H]2CC[C@]3(C)CCC([C@H](C)C(=O)NCc4ccccc4)[C@H](O)[C@H]3[C@@H]2C)cc1 (stereo not given in full) | 9%
CN(C)C(=O)C(F)(F)C(F)(F)C(F)(F)C(F)(F)C(=O)N(C)C | -10%
COC(=O)[C@]12CCCCC=C1N(Cc1ccc(Cl)cc1Cl)C(=O)[C@H](CC(=O)N1CCCC1)C2 | 8%
O=c1[nH]c(C2CCCN(Cc3ccccn3)C2)nn1-c1ccccc1 (stereo not given) | 57%[176 µM]
Cc1ncccc1OC1(C(=O)O)CCN(C(=O)C2CC=CCC2)CC1 (stereo not given) | 9%
COc1ccccc1CCNC(=O)C1CCN(c2nc(Cl)nc3nc[nH]c23)CC1 | -5%
COCCCn1c(SCC(=O)c2ccc(OC)cc2)nnc1-c1ccc(Cl)cc1 | 19%
CCOc1ccccc1C(=O)N1CCC2(CC1)CC(O)CCO2 (stereo not given) | 44%[activator]
NC(=O)c1cccc(-c2cc(-c3ccncc3)c3cncn3c2)c1 | 25%[176 µM]
CC1(c2ccccc2)N(Cc2ccccc2F)C(=O)OC12CCN(C(=O)c1cccc(C#N)c1)CC2 (stereo not given) | 21%
O=C(Nc1ccccc1)N1CCN(c2ccc(Cl)nn2)C(=O)C1 | 15%[6.33 µM]
COCCn1c(-n2nc(C)c(C)c2C)nc2c1c(=O)n(Cc1ccc(F)cc1)c(=O)n2C | -11%
Nc1ccccc1OCC(F)(F)F | -8%
CCC(CC)C(=O)NCCc1c[nH]c2ccc(C)cc12 | -2%
O=[S+]1([O-])NCC2(CCN(Cc3ccc(OC(F)(F)F)cc3)C2)Nc2ccccc21 (stereo not given) | 23%
Cc1ccc(-c2nc(CS(=O)CC(=O)Nc3ccc(C)c(C)c3)cs2)cc1 (stereo not given) | -20%
COc1ncc(-c2ccc3ncn(-c4ccc(F)cc4F)c(=O)c3n2)cn1 | -12%[176 µM]
Cc1ccccc1C(=O)N1CCC2(CC1)N=C(c1ccccc1)NO2 | 38%[activator]
O=C(Cc1ccc(F)cc1)N1CCC2(CC1)NC(=O)N(Cc1ccccc1)C2=O | -4%
CN(C)c1ccc(CN2CCC3(C2)C(=O)N(c2ccccc2)c2ccccc23)cc1 (stereo not given) | 1%[6.33 µM]
COc1ccc(-c2cc(N3CCN(C(=O)Cc4cccc(OC)c4)CC3)n[nH]2)cc1 | -4%
Cc1cccc(C(=O)N(C2CCCCC2)C2CCCCC2)c1 | 5%
COc1ccc(CCC(=O)N2CCC(c3n[nH]c(=O)n3Cc3ccc(F)cc3)CC2)cc1 | ?
C[N+]1(CC2COC(c3ccccc3)(c3ccccc3)O2)CCCCC1 (stereo not given) | -29%[12.5 µM]
Cc1ccc(C)c(C(=O)N2C[C@@H](CO)[C@H](N(C)C)C2)c1 | 42%[activator]
COc1ccc(C(=O)/C(C#N)=C\c2cccc(Cl)c2Cl)cc1 | ?
Cc1oc2ccn(C)c(=O)c2c1C(=O)NCc1ccccc1F | -23%
O=S(=O)(c1ccc(F)cc1)N1CCN(Cc2coc(-c3cccs3)n2)CC1 | -5%
COc1cccc(C(=O)N[C@H]2[C@H](O)[C@H](O)C[C@@H]2c2ccc(C(F)(F)F)nc2)c1 | 128%[activator][176 µM]
N#CC(C(=O)CCc1ccccc1)C(=O)NCc1ccccc1 (stereo not given) | ?
CNC(=O)NC(=O)C(C)SC(C)c1c(F)cccc1F (stereo not given) | -4%
CC1CC(C)CN(C(=O)c2ccc3c(c2)C(=O)c2ccccc2-3)C1 (stereo not given) | 1%
CCOC(=O)C1=C(C(=O)OCC)C2N(Cc3ccc(C#N)cc3)c3ccccc3[C@@]23C[C@@H](C(=O)OC)N(S(=O)(=O)c2c(C)noc2C)C3=N1 (stereo not given in full) | -10%
O=C(Nc1cccc(C(F)(F)F)c1)N1CCN(Cc2ccc(Cl)s2)CC1 | ?
C#CC(C)(CC)NC(=O)c1ccc(OC)c(OC)c1 (stereo not given) | -5%
COC(=O)[C@]1(Sc2ccc(C)cc2)CC(=O)N[C@@H]1c1ccccc1 | ?
CC(C)CC1OC(C)Cc2[nH][nH]c(=O)c21 (stereo not given) | 23%
O=C(O)COc1c(Cl)cc(/C=C2/NC(=O)NC2=O)cc1Cl | -42%
Cc1cc(Cl)ccc1NC(=O)/N=C1/NC(=O)CS1 | -10%
CN(C)c1ccc(C(=O)OC(C(=O)c2ccccc2)c2ccccc2)cc1 (stereo not given) | ?
COC(=O)c1c(NC(=O)C(=O)NCc2cccnc2)sc2c1CC(C)(C)OC2 | 12%
Cc1nccn1CC(=O)N1CCCC(c2[nH]ccc2C(N)=O)C1 (stereo not given) | 24%
Cc1ccc(S(=O)(=O)Nc2ccc3c(c2)C(=O)N([C@@H](C)CO)C[C@@H](C)[C@@H](CN(C)S(=O)(=O)c2ccccc2)OCCCC[C@H](C)O3)cc1 | ?
CCCCc1c(-c2ccccc2OC)ncn1Cc1ccc(C(C)(C)C)cc1 | ?
O=C(CSc1nc2c(c(=O)[nH]1)CCCC2)Nc1oncc1-c1ccccc1 | ?
COc1cccc(-c2nc(-c3ccc(Br)cc3)no2)c1OC | -1%

# Reprinted from the part before: 2 entries, followed by the next part.
smiles | ALOX12 inh
O=C(CSc1nc2c(c(=O)[nH]1)CCCC2)Nc1oncc1-c1ccccc1 | ?
COc1cccc(-c2nc(-c3ccc(Br)cc3)no2)c1OC | -1%
Cc1occc1C(=O)N1CC(F)(F)C[C@H]1c1nc(C2CC2)no1 | 0%
COc1ccccc1C(=O)NCc1nnc2c(-c3nc(C(C)C)no3)cccn12 | 2%
O=C(O)CCCN1CCS(=O)CC1 | 6%
Cc1ccc(CNC(=O)c2ccc3noc(-c4ccccc4)c3c2)cc1 | ?
CC(C)CNC(=O)c1cc(C2CC2)nc2onc(C3CCNCC3)c12 | 1%[6.33 µM]
CCOc1ccc(NC(=O)c2sc(-c3ccco3)nc2-c2ccccc2)cc1OC | 6%
CCC(=O)N1CCC(n2c(C)cnc2-c2ccncc2)CC1 | 6%
O=C1CCN(S(=O)(=O)c2ccccc2)CCCC(C(=O)NCCc2ccccc2)CCN1 (stereo not given) | 1%
CCOC(=O)C1(C)CCCN1C(=O)c1cc(F)ccc1C (stereo not given) | -6%
C#CC(CC)(CC)NC(=O)Cc1cccc(C)c1 | 24%
Cc1cn2nnc(C(=O)NC3CCN(Cc4ccccc4)CC3)c2c(=O)[nH]1 | 22%
O=C(NCCc1c[nH]c2ccccc12)c1ccccc1C1CCNC1 (stereo not given) | ?
COc1ccc(-c2noc(-c3ccc(S(=O)(=O)N4CCOCC4)o3)n2)cc1 | -29%
COCCNC(=O)[C@H]1C[C@H](Oc2ccccc2)CN1C(=O)Cc1cccc(C)c1 | 70%[activator]
Cc1ccc(NC(=O)CN2C(=O)NC3(CCCCC3C)C2=O)cc1S(=O)(=O)N1CCOCC1 (stereo not given) | -1%
COCCN1C(=O)c2ccccc2C(C(=O)NCc2cccc(F)c2)C12CCCC2 (stereo not given) | 27%
Cc1nc2c(c(-c3ccc(O)cc3)n1)CN(Cc1cncs1)CC2 | -1%[176 µM]
CN1CC[C@H](c2nnc(-c3ccc(Cl)cc3)o2)C1 | 60%[activator][176 µM]
Cc1cc(C)c(NC(=O)CN2CCN(S(=O)(=O)c3ccc4c(c3)OCCO4)CC2)c(C)c1 | -3%
CSc1ccc(CNCCCOC(C)C)cc1 | 18%
C=C(C)C1CC=C(C)/C(=N/NC(N)=S)C1 (stereo not given) | -31%
COCc1ccccc1CNC(=O)c1ccsc1 | 10%
Cc1cc(=O)n(CC(=O)Nc2ccccc2)c(-c2ccc(F)cc2)n1 | 40%[activator]
CN1C[C@H](NS(C)(=O)=O)CCC[C@@H](C(=O)NCc2cc(F)cc(F)c2)CC1=O | -28%[176 µM]
NC(=O)c1ccccc1OCC(=O)N1CC(CNC(=O)Nc2ccccc2)C2(C1)CN(c1ccccc1)C2 (stereo not given) | -4%

# Fetched by compound from the list above:
smiles | ALOX12 inh
C#CC(CC)(CC)NC(=O)Cc1cccc(C)c1 | 24%
C=C(C)Cn1c(SC(C)C)nc2c1c(=O)[nH]c(=O)n2C | 6%
O=C1CCN(S(=O)(=O)c2ccccc2)CCCC(C(=O)NCCc2ccccc2)CCN1 (stereo not given) | 1%
COC(=O)c1c(NC(=O)C(=O)NCc2cccnc2)sc2c1CC(C)(C)OC2 | 12%
O=c1[nH]c(C2CCCN(Cc3ccccn3)C2)nn1-c1ccccc1 (stereo not given) | 57%[176 µM]
O=S(=O)(c1ccc(F)cc1)N1CCN(Cc2coc(-c3cccs3)n2)CC1 | -5%

# Following part:
smiles | ALOX12 inh
Cc1ccc(C2CC(=O)CC(c3ccccc3)S2)cc1 (stereo not given) | 12%
CN1CCN(c2cc(=O)c3ccnc(-c4ccc(Cl)cc4)c3o2)CC1 | 11%[176 µM]
C[C@@H](NC(=O)c1cccs1)c1onc(-c2cccnc2)c1C(=O)O | 130%[activator][176 µM]
O=C(Cn1cccc1-c1nc(-c2ccc(F)cc2)no1)NCCC1=CCCCC1 | 26%
CCOC(=O)[C@]12CCC=C1N(Cc1ccc(Cl)cc1Cl)C(=O)[C@H](CC(=O)N1CCOCC1)C2 | 0%
FC(F)(F)c1cc(-c2cccs2)nc(S)n1 | ?
Cc1ccc2c(c1)NC(=O)c1cc(S(=O)(=O)N(C)Cc3ccccc3)c(Cl)cc1O2 | -19%
COC(=O)CC1C(=O)NCCN1S(=O)(=O)c1ccc(Br)cc1 (stereo not given) | 1%
O=C1C=CC=C/C1=C\N(O)c1ccccc1 | ?
CCOC(=O)N[C@H](C(=O)N1CCC[C@H]1C(=O)NC1CCCC1)c1ccccc1 | 4%
CC(C)CC(=O)N[C@H](C)c1onc(-c2cccnc2)c1C(=O)O | 27%[176 µM]
C[C@@H](N)C(=O)N1CCC(C(=O)Nc2cccc(-c3cccc(Cl)c3)c2)CC1 | 16%
COc1cc(C2Nc3ccccc3C(=O)N2C2CC2)ccc1O (stereo not given) | -7%
CC1(C)CC(=O)C2=C(C1)Nc1[nH]n(-c3ccccc3)c(=O)c1C2c1ccc(Cl)cc1 (stereo not given) | ?
CN(C)[C@@H]1CN(C2CCCCC2)CC[C@@H]1CO | 58%[activator]
CC(C)CCN1CCC(N2CCN(C(=O)c3ccncc3)CC2)C1=O (stereo not given) | ?
COc1ccc(N(C(=O)c2ccc(S(=O)(=O)N3CCCCC3)cc2)C2C=CS(=O)(=O)C2)cc1 (stereo not given) | 41%[activator]
COCCn1cnc2c1c(=O)n(Cc1cccc3ccccc13)c(=O)n2Cc1ccccc1 | -10%
O=C(c1ccoc1)N1CCC2(CC1)CC(CO)N(C(=O)c1ccccc1)C2 (stereo not given) | 28%
COc1ccc(C23CC4CC(CC(C(N)=O)(C4)C2)C3)cc1 | 25%
CC(C)c1ccc(/C=C/C(=O)Nc2ccc(Br)cc2F)cc1 | -4%
O=C1NC(=NC2CCCCC2)C2(CCN(Cc3ccc(F)cc3)CC2)N1c1cccnc1 | 9%[6.33 µM]
CCCc1cc2c(O)ccc(O)c2c(=O)o1 | 35µM*
CN(C)c1nccnc1OC1CCN(C(=O)C2CCCCC2)C1 (stereo not given) | 19%
Cn1ncc(CN2CCc3nc(-c4ccc(F)cc4F)[nH]c3C2)c1C1CC1 | 120%[activator]
CCOc1ccccc1NC(=O)N1C[C@H](Oc2ccccc2)C[C@@H]1C(=O)NCCOC | 62%[activator]
CCc1nc2ccc(C(=O)NC3CCN(Cc4ccccc4)CC3)cn2c1N(C)Cc1cc2ccccc2s1 | ?
COc1ccc(-c2nn(Cc3nc(-c4ccccc4Br)no3)c(=O)c3ccccc23)cc1 | 6%
Cc1cnc(-c2ccccc2)n1C1CCCN(C(=O)C(C)C)C1 (stereo not given) | 43%
c1ccc(C2CCC(NCC3CCCO3)CC2)cc1 (stereo not given) | ?
Cc1ccc(-c2nc3nc(CNc4ccccc4C)cc(=O)n3[nH]2)cc1 | 7%
Cc1ccc(-c2cc3n(c2)CCc2ccccc2-3)cc1 | 16µM*
O=C(c1ccccc1)C1CCN(C(=O)/C=C/c2cccc(F)c2)CC1 | -16%
CN(CC1CCOC1)C(=O)NCc1ccco1 (stereo not given) | 48%[activator]
O=C(COc1ccc(NC(=O)C2CC2)cn1)NCc1cc(F)cc(F)c1 | 7%
CCOc1ccc(-c2cc3c(=O)n(CCNC(=O)Cc4cccs4)ccn3n2)cc1 | -3%
CCOCCCNC(=O)C(c1ccc(OC)cc1)N(Cc1cccs1)C(=O)CNC(=O)c1ccccc1 (stereo not given) | ?
CCOC(=O)c1[nH]c(C)c(CCC(=O)N2CCC(C(=O)NCCN3CCCCC3C)CC2)c1C (stereo not given) | -1%
Cc1noc(-c2cn(C3CCN(C(=O)c4cc(Cl)ccc4F)CC3)nn2)n1 | 11%
COCCN(C)C[C@@H]1CN(C(=O)c2ccc(-c3ccccc3)n2C)C[C@@H]1CO | 4%
O=C1CC2(CCN(C(=O)c3ccc(Cl)cc3)CC2)Oc2ccccc2N1 | -1%[6.33 µM]
CN1C[C@@H](NC(=O)c2cccs2)C[C@H]1c1nc(-c2ccc(F)cc2)no1 | 0%[176 µM]
Cc1ccccc1Cn1cc(CCC(=O)NC2CC2)c2ccccc21 | 12%

# High-throughput results (PubChem)
